Bioassay records: PubChem, Broad Institute
PglD inh: inhibitors of Campylobacter jejuni PglD acetyltransferase. purified PglD enzyme, DTNB colorimetric CoA detection. inhibition, % at 12.5 µM. 360,000 tested, 0.098% active. AID 602405; in the data active = inhibition above about 16%, passing the limit was not always enough; note: strong numbers were not always called active
Statin myotox sup: suppressors of simvastatin-induced myotoxicity in C2C12 myotubes | 330,000 tested, 0.78% active | rescue of ATP level, % at 7.49 µM | ATP luminescence, 48 h; scaled: DMSO 0, geranylgeraniol control 100;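 active = mean ATP rescue above about 67%, or every replicate alone reaching that limit, limit read from the data, passing the limit was not always enough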;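 note: myotubes were challenged with 10 µM simvastatin during compound exposure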
The depositor's hits bear a star. These rows are one share of the data, so the mix of outcomes need not match the whole.

SMILES	PglD inh	Statin myotox sup
Cc1ccc(C)c(-n2c(CNC(=O)c3ccco3)nnc2SCC(=O)N2CCc3ccccc32)c1	-2.7	-27.7
COC(=O)c1ccc(NC(=O)CSCc2ccc(C)cc2)cc1	-5.4	-8.6
C/C(=N\NC(=O)c1nn(C)cc1Br)c1cccc(NC(=O)C(C)(C)C)c1	5.6	-7.0
Cc1cc(C)c(S(=O)(=O)c2ccccc2)c(Cl)n1	-3.6	10.5
Cc1cc(C)nc(N2CCCC(C(=O)NCC(c3ccccc3)c3ccccc3)C2)n1 (stereo unspecified)	0.7	-10.1
Cc1ccc(NCN2C(=O)C3C4C=CC(C4)C3C2=O)cc1 (stereo unspecified)	7.0	20.5
COCCn1c(SCC(=O)NCc2ccccc2)nnc1-c1ccco1	0.1	0.3
CC1CCN(C(=O)Cn2c(=O)oc3ccccc32)CC1	2.2	5.4
Cc1ccc(N=C(c2cccs2)N2CCOCC2)cc1	7.4	7.5
O=C(Nc1ccc2c(c1)OCO2)N1CCN(c2ccccc2Cl)CC1	-1.3	17.2
CCOC(=O)C1CCN(S(=O)(=O)c2nc3nc(C)cc(C)n3n2)CC1	4.1	103.6*
Cc1c(/C=N/NC(=O)C(C)(C)Oc2ccc(Cl)cc2)cnn1C	-7.3	10.9
COCCNC(=O)C(C)N1c2cccc3cccc(c23)S1(=O)=O (stereo unspecified)	-2.4	-3.9
CCCNS(=O)(=O)c1ccc(NC(=O)c2cccnc2)cc1	2.7	-4.5
CN1C(=O)C(O)(CC(=O)c2cccc(-n3cccc3)c2)c2ccccc21 (stereo unspecified)	4.3	29.8
Cn1c(C(=O)N(Cc2ccccc2)Cc2ccccn2)cc2sccc21	6.4	-3.3
O=C1c2ccccc2C(=O)c2c1cccc2N1CCN(Cc2ccccc2)CC1	-2.9	-9.8
CCOC(=O)N1CCN(S(=O)(=O)/C=C/c2ccccc2)CC1	4.2	7.6
CCCC(=O)Nc1cc(-c2nc3ncccc3o2)ccc1C	-9.7	18.7
COc1ccccc1C1/C(=C(/O)c2ccc(C)cc2)C(=O)C(=O)N1CC(C)O (stereo unspecified)	-4.8	1.8
O=C1CC(N2CCN(C/C=C/c3ccccc3)CC2)C(=O)N1Cc1cccs1 (stereo unspecified)	2.1	8.3
CC1CC(=O)Nc2ccccc2N1S(=O)(=O)c1ccc(Br)cc1 (stereo unspecified)	-1.6	10.4
CC(C)C(=O)Nc1ccc(NC(=O)c2ccccn2)cn1	-4.4	-17.8
CN(C)S(=O)(=O)n1cnc(-c2ccccc2)c1-c1ccccc1	-7.1	-5.2
Cc1cc(O)c2c(-c3ccccc3)cc(=O)oc2c1	-7.7	2.7
COc1cccc(-c2nnc(NC(=O)Cc3cccs3)s2)c1	5.6	-1.0
CS(=O)(=O)N(CC(=O)N1CCN(c2cccc(Cl)c2)CC1)C1CCCCC1	-4.5	6.5
CCOC(=O)c1cc(C(C)=O)c(=O)n(C)c1N	4.7	0.1
CS(=O)(=O)N(CC(=O)NC1CCCCC1)c1cccc(Cl)c1	4.8	3.1
CC1CCCC2(C1)NC(=S)c1c(sc3c1CCCC3)N2 (stereo unspecified)	3.5	5.3
CCN(C(=O)CN1CCN(c2ccccc2)CC1)c1c(N)n(Cc2ccccc2)c(=O)[nH]c1=O	-6.0	4.2
COc1ccc(N2CC(C(=O)Nc3ccccc3C(=O)NCc3ccco3)CC2=O)cc1 (stereo unspecified)	-0.6	20.1
CCSc1ncnc2sc3c(c12)CCC3	5.1	1.6
O=C(NCCN1CCOCC1)c1cc(-c2cccs2)on1	2.5	-6.8
COc1ccc(/C=N/NC(=O)CCCC(=O)NC2CCCCC2)cc1	-2.1	11.3
CC(C)CC(=O)N1CCC(O)(CS(=O)(=O)Cc2ccc(Cl)cc2)CC1	6.3	1.0
Cc1cc(=O)c2n(Cc3ccc(Cl)cc3)nc[n+]2[nH]1	-3.4	-2.8
CN1CCN(c2oc(-c3ccccc3F)nc2S(=O)(=O)c2ccc(Cl)cc2)CC1	3.5	1.3
COC(=O)CC(N)c1ccc(OC)c2ccccc12 (stereo unspecified)	0.9	9.4
Oc1cc(Cc2ccccc2)cnc1CN1CCCCC1	0.3	0.7
CCc1nnc(NC(=O)CSc2nc3c(cc2C#N)CCC3)s1	3.5	-8.1
COc1ccc(N2CCN(C(=O)CCCOc3cc(=O)n(C)c4ccccc34)CC2)cc1	-0.6	-1.0
COc1ccc(C2=NOC(Cn3nc(-c4ccccc4)cc3C(=O)NCc3cccc(C(F)(F)F)c3)C2)cc1 (stereo unspecified)	5.2	-31.0
Cc1cc(-c2nnc(CCC(=O)NC(Cc3ccccc3)c3ccccc3)o2)no1 (stereo unspecified)	1.5	8.3
CCOC(=O)C1(C(F)(F)F)N=C(c2cccnc2)OC(N2CCOCC2)=N1 (stereo unspecified)	-8.9	2.4
Cc1ccc(-n2nnnc2SC(C)C(N)=O)c(C)c1 (stereo unspecified)	1.0	-1.1
CC(=O)c1c(C)nc2ccccc2c1N	2.5	-2.8
CC(=O)OC(C(=O)NC1CCCCC1)c1ccc(Cl)cc1 (stereo unspecified)	4.5	-11.0
CC(C)(C)n1nc2c(c1NC(=O)c1ccco1)CS(=O)C2 (stereo unspecified)	0.2	-3.6
CCCC(=O)N1CCN(c2ccc(NC(=O)c3ccccc3)cc2)CC1	-1.6	-8.7
(cont.)
SMILES	PglD inh	Statin myotox sup
Cc1cccc(C)c1OCC(=O)N(Cc1ccco1)C1CCS(=O)(=O)C1 (stereo unspecified)	0.5	13.2
Cc1ccc(C)c(C(=O)CSc2nnnn2-c2cccnc2)c1	-0.3	21.9
CC(C)COc1nc2ccccc2nc1C(C#N)C(=O)NC1CCCCC1 (stereo unspecified)	-2.4	8.7
Cc1nnc2n(c1=O)C(CS(=O)(=O)c1ccccc1)CS2 (stereo unspecified)	3.0	-2.6
CC(NC(=O)CCCN1C(=O)c2ccccc2C1=O)c1ccc2c(c1)CCCC2 (stereo unspecified)	3.7	21.2
O=C(NCc1ccccn1)NC12CC3CC(CC(C3)C1)C2	-8.0	0.1
COC(=O)COc1ccc(S(=O)(=O)Nc2ccc(C(N)=O)cc2)cc1C	-3.1	-3.3
COC(=O)C1=C(NC(=O)c2ccc(C)cc2)CCS1	5.5	-5.1
Cc1ccccc1/C=c1\s/c(=C\C(=O)C(C)(C)C)[nH]c1=O	4.1	-49.9
CCc1ccccc1Nc1nc(N)nc(COC(=O)c2cccn2C)n1	-4.4	14.2
Cc1ccc(S(=O)(=O)N2CCCC(C(=O)NCc3cccnc3)C2)cc1Cl (stereo unspecified)	-3.0	15.2
CC1Cc2ccccc2N1C(=O)COc1cccc(-n2cnnn2)c1 (stereo unspecified)	3.9	2.5
C/C(=N/NC(=O)c1cccs1)c1cccc(NC(=O)C2CC2)c1	-1.2	-17.9
CCCSc1nc(O)c(C2OC(=O)c3c2ccc(OC)c3OC)c(=O)n1-c1ccccc1 (stereo unspecified)	9.9	6.8
COc1ccc(NC(=S)NCc2ccco2)c(OC)c1	4.0	-2.8
O=C(c1ccco1)N1CCN(C(=O)c2cnn3c(C(F)(F)F)cc(-c4cccs4)nc23)CC1	-7.1	-61.1
CCc1ccc(NC(=O)c2cccnc2)cc1	-2.3	14.6
Cc1ccc(C)c2[nH]c(=O)c(C(c3nnnn3CCc3ccccc3)N3CCOCC3)cc12 (stereo unspecified)	0.1	-5.8
C/C(=N/NS(C)(=O)=O)c1ccc2ccccc2c1	1.9	1.4
COC(=O)C1=C(C(=O)OC)[C@@H]2N(Cc3ccccc3)c3ccccc3[C@@]23C[C@@H](C(=O)OC)N(C(=O)c2ccc(Br)cc2)C3=N1	-3.5	-4.5

4 of the entries above in order of their number in PglD inh, largest number first:
| compound | PglD inh |
| --- | --- |
| CC1Cc2ccccc2N1C(=O)COc1cccc(-n2cnnn2)c1 (stereo unspecified) | 3.9 |
| C/C(=N/NS(C)(=O)=O)c1ccc2ccccc2c1 | 1.9 |
| C/C(=N/NC(=O)c1cccs1)c1cccc(NC(=O)C2CC2)c1 | -1.2 |
| CCc1ccc(NC(=O)c2cccnc2)cc1 | -2.3 |

Further records:
SMILES	PglD inh	Statin myotox sup
Cc1nnc(NCCN2CCOCC2)[nH]c1=O	1.0	-3.4
COc1ccc(CNC(=O)c2noc3c2CCCC3)cc1	3.2	25.6
Cc1cc(NC(=O)CSc2nc3ccccc3c(=O)n2C2CCCC2)no1	1.5	3.1
CC1=C(C#N)CCC(=O)N1Cc1ccc(C)cc1	0.4	21.0
CC1=CC(c2ccccc2)n2nc(N3C(=O)C4CC=CCC4C3=O)nc2N1 (stereo unspecified)	0.9	-1.9
O=C(CSCc1cnn(-c2ccccc2)c1-n1cccc1)NCc1cccs1	1.7	121.0*
CC(C)Oc1ccc(Oc2ccc(C(F)(F)F)cn2)cc1	-2.6	-5.8
Cc1ccc(N(CC(O)CN2CCOCC2)S(=O)(=O)c2ccc3ccccc3c2)cc1 (stereo unspecified)	-2.9	22.6
Cc1ccc(OCc2nnc(NC(=O)c3ccco3)s2)c(C)c1	-0.9	-19.6
CCOc1ccc(NC(=O)Nc2cccs2)cc1	-1.1	-5.8

Given with values under each structure: entries from further up.
Every second line gives: PglD inh | Statin myotox sup
- CCOc1ccc(NC(=O)Nc2cccs2)cc1
 : -1.1 | -5.8
- CCOC(=O)c1cc(C(C)=O)c(=O)n(C)c1N
 : 4.7 | 0.1
- CC(C)C(=O)Nc1ccc(NC(=O)c2ccccn2)cn1
 : -4.4 | -17.8
- Cc1nnc(NCCN2CCOCC2)[nH]c1=O
 : 1.0 | -3.4
- COc1ccc(/C=N/NC(=O)CCCC(=O)NC2CCCCC2)cc1
 : -2.1 | 11.3
- COc1ccc(N2CC(C(=O)Nc3ccccc3C(=O)NCc3ccco3)CC2=O)cc1 (stereo unspecified)
 : -0.6 | 20.1

Next part
SMILES	PglD inh	Statin myotox sup
COc1ccc(OC)c(NC(=O)C2CCCNC2=O)c1 (stereo unspecified)	2.5	2.6
COc1ccc(OCC(O)CNC(=O)c2ccc(Br)cc2)cc1 (stereo unspecified)	-6.1	-5.0
Fc1ccccc1N1CC(c2ccccc2)C(c2cccs2)=N1 (stereo unspecified)	1.8	42.3
Cc1c(C(=O)Nc2ccccc2-c2ccccc2)cccc1[N+](=O)[O-]	0.4	0.0
CCOc1ccc(C(=O)NC(Cc2ccccc2)C(=O)OC)cc1 (stereo unspecified)	1.4	4.4
Nc1nc(N)c2sc3nc4c(cc3c2n1)CCC4	1.3	-7.4
CC(C)COc1nc2ccccc2c(=O)n1OCC(=O)O	0.6	116.1*
O=[N+]([O-])c1ccc(-n2nnnc2-c2ccccc2)cc1	3.9	2.1
NC(=O)C1CCN(C(=S)c2cccs2)CC1	1.0	3.5
CCOC(=O)C1CCCn2c1nc1sc3c(c1c2=O)CCCC3 (stereo unspecified)	4.2	2.0
COc1ccccc1N(CC(=O)NC1CCCCC1)S(C)(=O)=O	2.2	16.8
Cc1cc(C)n(-c2nc3ccccc3[nH]c2=O)n1	-0.2	-1.5
CC(C)C(CC(=O)NCc1ccco1)c1ccco1 (stereo unspecified)	1.7	-2.9
